Bioassay records (PubChem)
mut p53 react: mutant p53 pathway re-activators, primary screen, cell-based, SW480, luciferase, single point, HTS; SW480 PUMA-promoter luciferase, p53 mutant reactivation; activation, % at 9.98 µM; actives 1.5% (n = 28,000); in the data active = activation above about 52%
STK33 inh: STK33 kinase inhibitors, primary screen, biochemical, luminescence, ADP-Glo, MBP substrate | Serine/threonine-protein kinase 33 (Homo sapiens), Q9BYT3 | inhibition, % at 12.5 µM | actives 0.44% (n = 27,000) | AID 2322, 2010; in the data active = inhibition above about 20%
Target sequence (Q9BYT3 whole entry, looked up): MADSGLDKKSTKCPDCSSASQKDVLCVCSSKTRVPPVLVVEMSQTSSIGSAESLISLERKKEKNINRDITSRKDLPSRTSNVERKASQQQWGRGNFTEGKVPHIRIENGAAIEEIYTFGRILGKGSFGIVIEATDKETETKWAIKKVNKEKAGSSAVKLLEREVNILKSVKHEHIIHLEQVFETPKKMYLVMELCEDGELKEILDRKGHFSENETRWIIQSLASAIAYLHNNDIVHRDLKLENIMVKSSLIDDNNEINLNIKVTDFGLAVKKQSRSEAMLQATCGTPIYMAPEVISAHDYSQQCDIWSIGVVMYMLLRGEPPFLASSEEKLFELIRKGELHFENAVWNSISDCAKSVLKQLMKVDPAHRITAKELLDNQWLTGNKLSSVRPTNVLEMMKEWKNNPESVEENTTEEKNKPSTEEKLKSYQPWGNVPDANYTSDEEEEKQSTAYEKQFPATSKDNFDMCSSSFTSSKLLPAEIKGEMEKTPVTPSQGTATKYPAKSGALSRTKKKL
* hit, by the source's call; nt = no result given. Some of the compounds tested; the hit share may differ from the screen's.

Cc1ccc(S(=O)(=O)N(C)C[C@@H]2Oc3ncc(-c4ccc(F)cc4)cc3C(=O)N([C@H](C)CO)C[C@@H]2C)cc1
  mut p53 react = nt
  STK33 inh = -1

C[C@@H]1CN([C@H](C)CO)C(=O)Cc2cc(NC(=O)Cc3cn(C)c4ccccc34)ccc2O[C@@H]1CN(C)Cc1ccc(C(F)(F)F)cc1
  mut p53 react = nt
  STK33 inh = -4

C[C@@H]1CN([C@@H](C)CO)C(=O)c2cccc(NC(=O)NC3CCCCC3)c2O[C@H]1CN(C)Cc1ccc(C(=O)O)cc1
  mut p53 react = 5
  STK33 inh = nt

COC(=O)Cc1c(C)c2cc(Cl)c(OC(C)C(C)=O)cc2oc1=O (centres undefined)
  mut p53 react = 68*
  STK33 inh = -3

C[C@H]1CN([C@@H](C)CO)C(=O)c2cc(-c3cccc(C#N)c3)cnc2O[C@@H]1CN(C)Cc1ccncc1
  mut p53 react = -5
  STK33 inh = nt

CC(C)(C)c1cc(C(F)(F)F)c(C#N)c(SCC(=O)Nc2cccc(F)c2)n1
  mut p53 react = 4
  STK33 inh = 4

C[C@@H]1CCCCO[C@H](CN(C)Cc2ccc(Cl)c(Cl)c2)[C@@H](C)CN([C@H](C)CO)C(=O)c2cc(NC(=O)Cc3ccccc3)ccc2O1
  mut p53 react = nt
  STK33 inh = 2

C[C@@H]1CN([C@H](C)CO)C(=O)c2cc(NC(=O)Nc3ccccc3)ccc2O[C@@H]1CN(C)C(=O)Nc1ccccc1
  mut p53 react = 20
  STK33 inh = 1

C[C@@H]1CN([C@@H](C)CO)C(=O)c2cc(NS(C)(=O)=O)ccc2O[C@@H](C)CCCCO[C@@H]1CN(C)C(=O)c1ccccc1
  mut p53 react = 8
  STK33 inh = nt

C[C@@H]1CN([C@H](C)CO)C(=O)Cc2cc(NC(=O)c3ccncc3)ccc2O[C@@H]1CN(C)Cc1ccc(-c2ccccc2)cc1
  mut p53 react = nt
  STK33 inh = 2

CC(C)COC(=O)N(C)C[C@@H]1OCc2cnnn2CCCC(=O)N([C@H](C)CO)C[C@H]1C
  mut p53 react = nt
  STK33 inh = -3

COc1ccc(NC(=O)Nc2ccc3c(c2)C(=O)N([C@@H](C)CO)C[C@H](C)[C@H](CN(C)C(=O)NC2CCCCC2)O3)cc1
  mut p53 react = nt
  STK33 inh = -2

Nc1ncnc2nc(-c3ccc(N4CCOCC4)nc3)cc(-c3cccc(Br)c3)c12
  mut p53 react = -4
  STK33 inh = nt

Cc1noc(C)c1NC(=O)Nc1cccc2c1O[C@@H](CN(C)CC1CC1)[C@H](C)CN([C@@H](C)CO)C2=O
  mut p53 react = 0
  STK33 inh = nt

C[C@H](CO)N1C[C@H](C)[C@H](CN(C)Cc2ccc(C(F)(F)F)cc2)Oc2ccc(NC(=O)C3CC3)cc2CC1=O
  mut p53 react = 5
  STK33 inh = 0

Cc1noc(C)c1NC(=O)Nc1cccc2c1O[C@H](CN(C)CC1CC1)[C@H](C)CN([C@H](C)CO)C2=O
  mut p53 react = 4
  STK33 inh = nt

CC(C)CC#Cc1ccc2c(c1)O[C@H](CN(C)Cc1ccc3c(c1)OCO3)[C@H](C)CN([C@H](C)CO)S2(=O)=O
  mut p53 react = -24
  STK33 inh = nt

CC(C)NC(=O)N(C)C[C@@H]1OCCCC[C@@H](C)Oc2ccc(NS(C)(=O)=O)cc2C(=O)N([C@@H](C)CO)C[C@H]1C
  mut p53 react = 1
  STK33 inh = nt

COc1ccc(NC(=O)Nc2ccc3c(c2)C(=O)N([C@@H](C)CO)C[C@H](C)[C@@H](CN(C)C)O3)cc1
  mut p53 react = 0
  STK33 inh = nt

C[C@@H]1CN([C@H](C)CO)C(=O)Cc2cc(NC(=O)C3CCCCC3)ccc2O[C@H]1CN(C)Cc1ccccc1
  mut p53 react = 1
  STK33 inh = nt

C[C@@H]1CN([C@H](C)CO)C(=O)c2cc(NS(=O)(=O)c3ccccc3)ccc2O[C@H]1CN(C)S(=O)(=O)c1ccccc1
  mut p53 react = nt
  STK33 inh = -6

Cc1c(C#N)c(SCc2cccc(C(F)(F)F)c2)nc2ccccc12
  mut p53 react = nt
  STK33 inh = -1

C[C@H]1CN([C@@H](C)CO)C(=O)c2cc(NC(=O)NC3CCCCC3)ccc2O[C@H]1CN(C)C(=O)NC1CCCCC1
  mut p53 react = 1
  STK33 inh = nt

CC(C)C1NC(=O)/C(=C/c2cnc[nH]2)NC1=O (centres undefined)
  mut p53 react = -5
  STK33 inh = -1

CCC(Oc1cccc(NC(=O)c2ccc([N+](=O)[O-])cc2)c1)C(=O)c1ccccc1 (centres undefined)
  mut p53 react = -15
  STK33 inh = 3

C[C@@H]1CN([C@H](C)CO)C(=O)Cc2cc(NS(=O)(=O)c3cn(C)cn3)ccc2O[C@H]1CN(C)S(=O)(=O)c1ccc(F)cc1
  mut p53 react = nt
  STK33 inh = -1

C[C@H](NC[C@H](O)CP(=O)(O)CC1CCCCC1)c1ccc(Cl)c(Cl)c1
  mut p53 react = 13
  STK33 inh = 5

CC(C)NC(=O)Nc1ccc2c(c1)C(=O)N([C@H](C)CO)C[C@@H](C)[C@@H](CN(C)Cc1ccccc1)O2
  mut p53 react = -7
  STK33 inh = nt

Cc1cc(C)nc(Nc2n[nH]c(-c3cccnc3)n2)n1
  mut p53 react = 74*
  STK33 inh = 1

COc1ccc(S(=O)(=O)N(C)C[C@H]2OCCCC[C@@H](C)Oc3ccc(NC(=O)Nc4cccc5ccccc45)cc3C(=O)N([C@H](C)CO)C[C@@H]2C)cc1
  mut p53 react = nt
  STK33 inh = 2

C[C@@H]1CN([C@H](C)CO)C(=O)CCCn2cc(nn2)CO[C@H]1CN(C)S(=O)(=O)c1ccccc1F
  mut p53 react = nt
  STK33 inh = -1

Cc1ccc(S(=O)(=O)N(C)C[C@@H]2Oc3ncc(C#CCC(C)C)cc3C(=O)N([C@H](C)CO)C[C@@H]2C)cc1
  mut p53 react = 1
  STK33 inh = nt

COc1ccc(CN(C)C[C@@H]2Oc3ccc(NC(=O)Cc4ccccc4)cc3C(=O)N([C@@H](C)CO)C[C@@H]2C)cc1
  mut p53 react = 5
  STK33 inh = 3

CC(C)NC(=O)Nc1ccc2c(c1)CC(=O)N([C@@H](C)CO)C[C@H](C)[C@H](CN(C)Cc1ccc(C(F)(F)F)cc1)O2
  mut p53 react = nt
  STK33 inh = -1

CNC[C@@H]1OCc2cnnn2CCCC(=O)N([C@H](C)CO)C[C@@H]1C
  mut p53 react = 8
  STK33 inh = 1

C[C@@H]1CN([C@H](C)CO)C(=O)Cc2cc(NC(=O)NC3CCCCC3)ccc2O[C@H]1CN(C)Cc1ccccc1
  mut p53 react = -8
  STK33 inh = 1

Cc1cc(Cl)ccc1N(CC(=O)Nc1c(C)n(C)n(-c2ccccc2)c1=O)S(C)(=O)=O
  mut p53 react = 0
  STK33 inh = 1

CCCN(C)C[C@H]1OCCCC[C@H](C)Oc2ccc(NC(=O)c3ccccc3)cc2C(=O)N([C@@H](C)CO)C[C@H]1C
  mut p53 react = -4
  STK33 inh = nt

CC(=O)NNC(=O)N1Cc2ccccc2Oc2ccc(Cl)cc21
  mut p53 react = 2
  STK33 inh = nt

CC(C)NC(=O)N(C)C[C@H]1Oc2ccc(NS(=O)(=O)c3cn(C)cn3)cc2CC(=O)N([C@H](C)CO)C[C@H]1C
  mut p53 react = 2
  STK33 inh = 0

COC(=O)COc1cccc(NC(=O)c2ccc(C)cc2)c1
  mut p53 react = -6
  STK33 inh = 3

NC(=O)c1ccccc1NC(=O)COc1cc(Cl)c(Cl)cc1Cl
  mut p53 react = 2
  STK33 inh = 6

O=C(COc1cc(Cl)c(Cl)cc1Cl)NCCN1CCOCC1
  mut p53 react = 2
  STK33 inh = -5

Cc1noc(C)c1NC(=O)Nc1ccc2c(c1)C(=O)N([C@H](C)CO)C[C@H](C)[C@H](CN(C)S(=O)(=O)c1c(C)noc1C)OCCCC[C@@H](C)O2
  mut p53 react = nt
  STK33 inh = -1

COCCOC(=O)N1C(=O)[C@@]2(c3ccccc31)[C@H](C(N)=O)[C@H]1C(=O)O[C@H](c3ccccc3)[C@H](c3ccccc3)N1[C@@H]2c1ccc(O)cc1
  mut p53 react = nt
  STK33 inh = 1

C[C@H](CO)N1C[C@H](C)[C@H](CN(C)S(C)(=O)=O)Oc2ccc(NC(=O)Cc3cn(C)c4ccccc34)cc2CC1=O
  mut p53 react = nt
  STK33 inh = 2

COC(=O)c1cc(C)cc(O)c1C(=O)c1c(O)cccc1O
  mut p53 react = 2
  STK33 inh = -2

C[C@@H]1CN([C@@H](C)CO)S(=O)(=O)c2ccc(/C=C/c3ccccc3)cc2O[C@@H]1CN(C)C(=O)c1cccnc1
  mut p53 react = 1
  STK33 inh = nt

Cc1cccc(NC(=O)Cn2nc(-c3ccc(Cl)cc3)c3ccccc3c2=O)c1
  mut p53 react = -18
  STK33 inh = 5

O=C(O)C1(NS(=O)(=O)c2ccc(F)c(Cl)c2)CCCCC1
  mut p53 react = -1
  STK33 inh = -2

Full records, quoted from the list. Order of values: mut p53 react | STK33 inh
Profile of `C[C@@H]1CN([C@@H](C)CO)C(=O)c2cccc(NC(=O)NC3CCCCC3)c2O[C@H]1CN(C)Cc1ccc(C(=O)O)cc1` = 5 | nt
Profile of `COC(=O)c1cc(C)cc(O)c1C(=O)c1c(O)cccc1O` = 2 | -2
Profile of `O=C(O)C1(NS(=O)(=O)c2ccc(F)c(Cl)c2)CCCCC1` = -1 | -2
Profile of `Cc1c(C#N)c(SCc2cccc(C(F)(F)F)c2)nc2ccccc12` = nt | -1

(more compounds)
Cc1noc(C)c1S(=O)(=O)N(C)C[C@@H]1Oc2ccc(NS(=O)(=O)c3cn(C)cn3)cc2CC(=O)N([C@H](C)CO)C[C@H]1C
  mut p53 react = 1
  STK33 inh = 1

C[C@H](CO)N1C[C@H](C)[C@H](CN(C)Cc2ccccc2)Oc2ccc(NC(=O)c3ccncc3)cc2CC1=O
  mut p53 react = nt
  STK33 inh = -2

C[C@H](CO)N1C[C@H](C)[C@@H](CN(C)S(=O)(=O)c2cccs2)Oc2ccc(NC(=O)c3ccncc3)cc2C1=O
  mut p53 react = -2
  STK33 inh = nt

COc1cc(/C=C/c2cc(O)cc(O)c2)ccc1O[C@@H]1O[C@H](CO)[C@@H](O)[C@H](O)[C@H]1O
  mut p53 react = 66*
  STK33 inh = -1

C[C@@H]1CCCCO[C@H](CN(C)C(=O)NC2CCCCC2)[C@@H](C)CN([C@H](C)CO)C(=O)c2cc(NC(=O)Nc3ccc(F)cc3)ccc2O1
  mut p53 react = nt
  STK33 inh = 0

C[C@@H]1CN([C@@H](C)CO)C(=O)CCCn2nncc2CO[C@@H]1CN(C)Cc1ccncc1
  mut p53 react = 12
  STK33 inh = 1

COc1ccc(S(=O)(=O)Nc2ccc3c(c2)CC(=O)N([C@H](C)CO)C[C@@H](C)[C@H](CN(C)C(=O)Nc2ccccc2)O3)cc1
  mut p53 react = nt
  STK33 inh = 1

C[C@@H]1CN([C@H](C)CO)C(=O)CCCn2nncc2CO[C@H]1CN(C)Cc1ccc2cccnc2c1
  mut p53 react = -3
  STK33 inh = -3

C[C@H](CO)N1C[C@H](C)[C@H](CN(C)C)Oc2ccc(NC(=O)Nc3ccccc3)cc2CC1=O
  mut p53 react = nt
  STK33 inh = -5

C[C@H](CO)N1C[C@H](C)[C@H](CN(C)S(=O)(=O)c2ccc(Cl)cc2)Oc2ccc(NC(=O)Nc3ccc(C(F)(F)F)cc3)cc2C1=O
  mut p53 react = nt
  STK33 inh = 1

Cc1ccc(C(C)C)c(OCC(=O)Nc2ncc(I)cc2C)c1
  mut p53 react = 6
  STK33 inh = 3

COc1ccc(S(=O)(=O)Nc2ccc3c(c2)C(=O)N([C@@H](C)CO)C[C@H](C)[C@H](CN(C)Cc2ccc(-c4ccccc4)cc2)O3)cc1
  mut p53 react = nt
  STK33 inh = 4

CC(C)=CCOc1cc2oc(=O)ccc2cc1O
  mut p53 react = nt
  STK33 inh = 7

C[C@@H]1CCCCO[C@H](CN(C)S(=O)(=O)c2ccccc2)[C@@H](C)CN([C@@H](C)CO)C(=O)c2cc(NC(=O)CCC(F)(F)F)ccc2O1
  mut p53 react = -11
  STK33 inh = nt

C[C@H](CO)N1C[C@H](C)[C@H](CN(C)Cc2ccc(C(=O)O)cc2)Oc2c(NS(=O)(=O)c3cccs3)cccc2C1=O
  mut p53 react = 10
  STK33 inh = nt

COc1ccc(NC(=O)N(C)C[C@H]2OCCCC[C@@H](C)Oc3ccc(NS(=O)(=O)c4c(C)noc4C)cc3C(=O)N([C@H](C)CO)C[C@@H]2C)cc1
  mut p53 react = nt
  STK33 inh = 0

CCCCc1ccc(-c2csc(NC(=O)c3ccccc3[N+](=O)[O-])c2C(N)=O)cc1
  mut p53 react = 14
  STK33 inh = 3

COC(=O)[C@H]1[C@H]2C[C@@H]3c4[nH]c5cc(OC)ccc5c4CCN3C[C@H]2C[C@@H](OC(=O)/C=C/c2cc(OC)c(OC)c(OC)c2)[C@@H]1OC
  mut p53 react = -28
  STK33 inh = 2

C[C@@H]1CN([C@@H](C)CO)C(=O)c2cc(NC(=O)Nc3ccc(C(F)(F)F)cc3)ccc2O[C@@H](C)CCCCO[C@H]1CN(C)C
  mut p53 react = -9
  STK33 inh = nt

Part of the list above in another layout:
SMILES,mut p53 react,STK33 inh
C[C@@H]1CN([C@H](C)CO)C(=O)c2cc(NC(=O)Nc3ccccc3)ccc2O[C@@H]1CN(C)C(=O)Nc1ccccc1,20,1
C[C@@H]1CN([C@@H](C)CO)C(=O)c2cc(NS(C)(=O)=O)ccc2O[C@@H](C)CCCCO[C@@H]1CN(C)C(=O)c1ccccc1,8,nt
C[C@@H]1CN([C@H](C)CO)C(=O)Cc2cc(NC(=O)c3ccncc3)ccc2O[C@@H]1CN(C)Cc1ccc(-c2ccccc2)cc1,nt,2
CC(C)COC(=O)N(C)C[C@@H]1OCc2cnnn2CCCC(=O)N([C@H](C)CO)C[C@H]1C,nt,-3
COc1ccc(NC(=O)Nc2ccc3c(c2)C(=O)N([C@@H](C)CO)C[C@H](C)[C@H](CN(C)C(=O)NC2CCCCC2)O3)cc1,nt,-2
Nc1ncnc2nc(-c3ccc(N4CCOCC4)nc3)cc(-c3cccc(Br)c3)c12,-4,nt
